Ub-GFP proteasome: ubiquitin-GFP accumulation via proteasome inhibition; 67,000 tested, under 10 active; Potency, µM (highest dose often 45.9 µM), without a hit: at the highest dose activation (GFP accumulation), usual class: activators; Ubiquitin-GFP reporter cells, proteasome inhibition, GFP fluorescence; response scale: untreated = 0%, 10 µM MG-132 = 100%; AID 526; active = well fitted activation curve with a large enough effect, not every such curve was filed as active; inconclusive = small, poorly fitted or top-dose-only effect, or another doubt; inactive = no such curve, though single readings can be large or run the other way; note: potency is the fitted concentration of half-maximal effect
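Reporter cells (U2OS, ubiquitin-G76V-GFP fusion) are plated overnight, then treated 4 hr at 37 °C with compound titrations from 46 uM down to 2.9 nM. Activity is scaled against untreated cells and 10 uM MG-132.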
Luciferase inh: firefly luciferase inhibition; P08659; purified firefly luciferase, luminescence, 8 min; Potency, µM (titrated, usually from 57.1 µM), for inactives: top-dose activity change, negative = inhibition, actives largely listed as inhibitors; actives 2.2% (n = 72,000); note: potency is the fitted concentration of half-maximal effect; % is set by controls: 0 for no effect and ±100 for the full control effect; nearly all actives have a fitted effect of over 40% in size
Target sequence (P08659 whole entry, looked up): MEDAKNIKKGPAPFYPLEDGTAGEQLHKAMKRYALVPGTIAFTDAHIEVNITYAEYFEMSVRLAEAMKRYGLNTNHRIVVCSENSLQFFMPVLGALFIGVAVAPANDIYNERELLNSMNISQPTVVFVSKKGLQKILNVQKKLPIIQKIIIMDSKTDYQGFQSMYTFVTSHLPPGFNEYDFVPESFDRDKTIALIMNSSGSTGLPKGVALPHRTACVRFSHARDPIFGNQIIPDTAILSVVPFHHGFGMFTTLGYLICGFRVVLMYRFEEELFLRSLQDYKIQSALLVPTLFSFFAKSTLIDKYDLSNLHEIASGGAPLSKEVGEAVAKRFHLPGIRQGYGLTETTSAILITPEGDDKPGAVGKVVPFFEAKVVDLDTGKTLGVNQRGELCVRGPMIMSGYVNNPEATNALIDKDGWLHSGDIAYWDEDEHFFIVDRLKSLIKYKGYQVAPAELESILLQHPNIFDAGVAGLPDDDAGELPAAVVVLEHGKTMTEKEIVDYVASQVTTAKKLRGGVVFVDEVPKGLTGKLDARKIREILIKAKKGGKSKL
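Substrate buffer containing 10 uM ATP (pH 7.2 imidazole, Mg2+, KCl, detergent, BSA) is dispensed, compound pinned in, then luciferase/luciferin detector mix added. After 8 min at ambient temperature, light output is measured.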
HBB splicing: hemoglobin beta splicing modulation; HBB splicing reporter cell assay, activation; EGFP reporter with mutant IVS2-654 intron; response scale: normalised to 500 nM splice-correcting PNA; Potency, µM (top dose mostly 46.1 µM), for inactives: at the top dose activation, hits mostly activators; AID 925; actives 0.06% (n = 65,000); note: potency is the fitted concentration of half-maximal effect; 0% is about no effect
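Compounds were applied for 2 days to HeLa EGFP-654 cells, 500/well in Optimem with 2% FCS. The reporter's EGFP is disrupted by mis-splicing of beta-globin intron IVS2-654. Readout: summed well GFP fluorescence from 488 nm laser scanning; reference was 500 nM antisense […] 654 PNA.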
ERK AVP inh: blocks ERK signaling stimulated by vasopressin; HEK293-V1b, vasopressin-stimulated pERK AlphaScreen; Potency, µM (doses to about 57.5 µM), for inactives: at the highest dose activity, negative = inhibition, hits mostly inhibitors; actives 0.99% (n = 72,000); note: potency is the fitted concentration of half-maximal effect; % is set by controls: 0 for no effect and ±100 for the full control effect; nearly all actives have a fitted effect of over 55% in size
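qHTS, compounds titrated on V1b-expressing HEK293 cells. Preincubation 30 min at 37C, vasopressin 25 nM for 5 min, lysis 10 min, bead incubation 5 hr at room temperature.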
CRE Fsk mod: modulators of forskolin-stimulated CRE signaling in CHO cells | CHO CRE-bla reporter (cAMP response element driving beta-lactamase), forskolin EC10, beta-lactamase ratio | Potency, µM (titrated, usually from 38.2 µM), for inactives: at the highest dose activity change, negative = inhibition, most hits filed as activators | actives 2.5% (n = 71,000) | AID 662; active = well fitted activation curve with a large enough effect in the signal ratio, with a control signal flat, not every such curve was filed as active; inconclusive = small, poorly fitted or top-dose-only effect, or effect the other way, or a change in a side signal; the % refers to the signal ratio; note: potency is the fitted concentration of half-maximal effect; % of control where 0% means no effect
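Cells were plated overnight at 37 °C, exposed to compound titrations plus EC10 NKH 477 for 3 h, then given CCF4 dye for 2 h at room temperature. Blue/green (460/530 nm) ratio was converted to %Activity and AC50 values calculated.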
TexasRed autofl: compounds fluorescent in Texas Red spectral region | Compound fluorescence, Texas Red channel, 547/618 nm; active compounds read high | max dye-equivalent concentration, M | actives 0.06% (n = 59,000); in the data active = max dye-equivalent concentration above about 10 nM; inconclusive = between about 1.1 nM and that limit
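Texas Red-region profiling: compounds in 100 mM Tris pH 8.0 were read at 547/618 nm after 15 min at room temperature. Intensities were normalized against a six-point Texas Red standard series to give dye-equivalent concentration.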
Fluorescein fluor: compound autofluorescence in fluorescein spectral region | Compound autofluorescence, 480/540 nm, fluorescein-equivalent; active compounds read high | max fluorescein-equivalent concentration, M | actives 0.91% (n = 59,000) | AID 593; in the data active = max fluorescein-equivalent concentration above about 10 nM; inconclusive = between about 1.1 nM and that limit
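First, buffer (100 mM Tris, pH 8.0) dispensed; second, compounds and fluorescein standards pinned in; third, 15 min room-temperature incubation; finally, imaging at ex 480 nm/em 540 nm. Fluorescence normalized against the six-point fluorescein curve.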
A350 fluor: compound fluoresces in the Alexa 350 spectral region. AID 590. max dye-equivalent concentration, M. actives 11% (n = 59,000). Compound autofluorescence, 340/450 nm, Alexa 350 dye-equivalents; active compounds read high; in the data active = max dye-equivalent concentration above about 10 nM; inconclusive = mostly about 1.1 nM to 9.6 nM
GFP derepression: derepresses silenced GFP locus in mouse C127i cells; mouse C127i GFP locus derepression, cytometry, 30 h; Potency, µM (series often up to 46.1 µM), for the others: at the highest dose GFP derepression (activation); actives 0.09% (n = 68,000); AID 597; note: % of control where 0% means no effect
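Derepression screen: silenced CMV-GFP reporter in murine C127i cells, 30 h compound incubation at 37 C, washed cells imaged by laser-scanning cytometer to enumerate GFP-expressing objects of 20 to 120 um.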
4MU fluor: compounds fluorescent in 4-MU spectral region | actives 11% (n = 59,000) | compound autofluorescence, 340/450 nm, 4-MU equivalents; active compounds read high | max dye-equivalent concentration, M | AID 589; in the data active = max dye-equivalent concentration above about 10 nM; inconclusive = mostly about 1.1 nM to 9.6 nM
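Compounds in 100 mM Tris, pH 8.0, sat 15 min at room temperature before fluorescence was read at 340 nm excitation/450 nm emission; a per-plate six-point 4-MU standard curve converted signals to dye-equivalent concentration at each compound concentration.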
Hsp90 Hop PPI: changes Hsp90-Hop TPR2A binding signal, up or down; AlphaScreen TPR2A-His6 binding biotin-Hsp90 C-terminal peptide; Potency, µM (top dose mostly 57 µM), for the others: at the top dose activity change, negative = inhibition; actives 0.44% (n = 71,000); active = well fitted curve in either direction with a large enough effect; inconclusive = small, poorly fitted or top-dose-only effect, or another doubt; note: potency is the fitted concentration of half-maximal effect; % is set by controls: 0 for no effect and ±100 for the full control effect; many of its hits are not listed in these tables
* = called active by the depositor; i = inactive; ? = inconclusive; . = no result given; [ ] = remark or other dose. Unless noted, calls come from the whole dose curve; as a rule, active = well fitted curve in the direction sought with a large enough effect; inconclusive = small, poorly fitted or top-dose-only effect, or another doubt; inactive = no such curve, though single readings can be large; an effect the other way counts as inactive or inconclusive.

SMILES	Ub-GFP proteasome	Luciferase inh	HBB splicing	ERK AVP inh	CRE Fsk mod	TexasRed autofl	Fluorescein fluor	A350 fluor	GFP derepression	4MU fluor	Hsp90 Hop PPI
CC(C)OC(=O)c1nnn(-c2nonc2N)c1CN1CCc2ccccc2C1	-3.6%	-0.3%	-0.2%	8.7%	?	i	i	i	-1.7%	i	-2.5%
COc1ccc(-c2nc3cnc(Nc4cccc(OC)c4)nc3n(CCC#N)c2=O)cc1	?	1.0%[11.4 µM]	?	-3.0%	?	i	?	i	5.0%[9.22 µM]	i	-3.8%
Cc1cc(C)nc(SCCn2c(N3CCCCC3)nc3c2c(=O)n(C)c(=O)n3C)n1	1.2%	0.9%	.	-12.0%	5.3%	i	i	i	0.5%	i	-3.1%
CCOC(=O)N1CCC(NC(=O)c2ccc(CS(=O)(=O)c3c(Cl)cccc3Cl)o2)CC1	1.2%	2.5%	-0.9%	-1.0%	-2.0%	.	.	.	.	.	-1.7%[2.3 µM]
O=C(NCCc1cn2ccccc2n1)C1CCCCC1	-6.5%	-2.2%	1.0%	.	-6.8%	.	.	.	.	.	-1.2%
CCc1ccc2oc(=O)cc(CN(C)Cc3ccccc3)c2c1	0.0%	3.9%	0.5%	-8.5%	?	i	?	?	2.6%	i	?
COc1cc(OC)c(C(=O)COc2ncnc3ccccc23)c(OC)c1	2.6%	-1.2%	-0.4%	5.2%	11.5%	?	i	i	-2.4%	i	-3.4%
Cc1cc(OCCCCCNCCO)cc(C)c1Cl	24.4%[9.17 µM]	0.5%	0.8%[0.0738 µM]	39.8µM*	?	.	.	.	0.0%	.	1.2%[11 µM]
CCOC(=O)N1CCC(NC(=O)C2CCN(S(=O)(=O)N3CCCC3)CC2)CC1	-6.4%	-0.1%	-2.0%	2.7%	20.7%	?	i	i	2.5%	i	2.9%
COc1ccc(C(=O)N2CCN(C(C)=O)CC2)cc1S(=O)(=O)NCc1ccc(Cl)cc1	4.8%	2.2%	-3.0%	12.0%	?	i	i	i	0.0%	i	1.7%
N#CC1(Nc2ccc(-c3ccc(NC4(C#N)CCCC4)cc3)cc2)CCCC1	-1.9%[9.17 µM]	-0.4%[11.4 µM]	5.2%[9.22 µM]	14.9%[11.5 µM]	-4.5%[7.6 µM]	i	i	i	-3.4%[9.22 µM]	i	?
CC(C)c1ccc(NC(=O)C2CCN(S(C)(=O)=O)CC2)cc1	-0.9%	-8.5%	-0.2%[57.5 µM]	-33.9%	6.0%	i	i	i	3.8%	i	-0.4%
CNc1ncnc2c1ncn2[C@@H]1O[C@@H](CO)[C@H](O)[C@@H]1O	8.2%	-4.3%	-0.7%	29.2%	3.0%	i	?	i	1.1%	i	-2.2%
Cn1c(=O)oc2cc(S(=O)(=O)N3CCC4(CC3)OCCO4)ccc21	0.0%	2.7%	0.3%[57.5 µM]	-6.6%	-0.3%	i	?	i	0.0%	i	0.2%
COc1ccc(-c2csc(Cc3nnc4n3CCCCC4)n2)cc1	-1.4%	-10.7%	-2.6%	-23.0%	1.1%	i	?	i	1.2%	i	-3.1%
Cc1noc(C)c1C(=O)NCc1cccs1	0.0%	5.8%	-0.8%	-4.8%	-4.0%	i	i	i	4.3%	i	-6.1%
O=C(CSC1=NCCS1)Nc1nc(-c2ccccc2)cs1	-15.6%	-13.3%	-6.2%	?	0.9%	.	.	.	5.0%	.	-0.9%
CCOc1cc2[nH]c(=S)n(CC3CCCN3CC)c(=O)c2cc1OCC (stereo unspecified)	-4.1%	0.7%	3.2%[0.369 µM]	-12.5%	-7.6%	i	i	?	4.3%	?	-6.7%
CCOc1ccc(OCC)c(Nc2cc(C)nc3ncnn23)c1	4.6%	3.8%	0.3%	-22.2%	?	.	.	.	-8.6%	.	-3.5%
CCC(C)(C(=O)NC1CCCC1)N(C(=O)c1ccccn1)c1ccccc1 (stereo unspecified)	-4.0%	3.6%	-0.6%	21.3%	?	i	i	i	-3.8%	i	-5.6%
CS(=O)(=O)N1CCN(c2ccccc2NC(=O)c2cccs2)CC1	9.3%	4.8%	0.8%	-12.6%	8.2%	i	i	i	6.5%	i	-4.0%
COc1ccc(-c2cc(N3CCCC3)n3ncnc3n2)cc1	-0.1%	1.8%	1.3%[57.5 µM]	1.7%	?	i	?	?	0.0%	?	-2.3%
CCn1c(=Nc2ccc(N3CCOCC3)cc2)ccc2ccccc21	-3.9%	-3.9%	1.5%	-3.1%	8.3%	i	?	i	0.0%	i	-4.0%
O=c1[nH]c(SCCOc2ccccc2)nc2ccccc12	4.6%	-2.6%	-0.3%	-13.5%	?	i	i	i	3.2%	i	-1.6%
CCOc1ccc(NC(=O)CSc2nnc(Cc3cccn3C)n2-c2ccc(F)cc2)cc1	1.4%	-0.7%	-1.0%	-26.2%	-21.0%	.	.	.	.	.	-2.8%[2.3 µM]

Looked up above:
Under Luciferase inh, `COc1cc(OC)c(C(=O)COc2ncnc3ccccc23)c(OC)c1` is entered as -1.2%
Under Ub-GFP proteasome, `CCC(C)(C(=O)NC1CCCC1)N(C(=O)c1ccccn1)c1ccccc1` (stereo unspecified) is entered as -4.0%
Under GFP derepression, `CCc1ccc2oc(=O)cc(CN(C)Cc3ccccc3)c2c1` is entered as 2.6%

Other compounds follow.
SMILES	Ub-GFP proteasome	Luciferase inh	HBB splicing	ERK AVP inh	CRE Fsk mod	TexasRed autofl	Fluorescein fluor	A350 fluor	GFP derepression	4MU fluor	Hsp90 Hop PPI
Cn1c(=O)c2c(nc(CN3CCOCC3)n2Cc2ccccc2)n(C)c1=O	0.0%	2.8%	.	6.7%	2.9%	i	i	i	-1.9%	i	-0.4%
COC(=O)CCCC(=O)O	-4.9%[9.17 µM]	4.8%[11.4 µM]	-0.4%[9.22 µM]	-12.9%[11.5 µM]	-0.5%[7.6 µM]	?	?	i	-5.6%[9.22 µM]	i	-3.8%[11 µM]
COC(=O)c1cc(S(=O)(=O)N2CCOCC2)ccc1Sc1ccccc1N	3.4%	1.6%	1.9%[57.5 µM]	-1.9%	-9.6%	i	i	?	2.1%	i	-3.6%
CCn1c(CNc2ccccc2Cl)nnc1SCC(=O)NCc1ccccc1	0.0%	1.3%	.	16.2%	-5.3%	i	i	i	-1.2%	i	0.8%
COc1cc(NC(=O)C2CCN(S(=O)(=O)c3ccc(Cl)cc3)CC2)ccc1-n1cnnn1	0.6%	2.1%	-2.3%	6.9%	-12.6%	?	i	i	-4.7%	i	0.2%
CC(C)(C)NC(=O)Cn1c(SCC(=O)NC2CCCCC2)nc2ccccc21	-2.2%	3.8%	0.4%	-2.6%	-0.2%	i	i	i	-3.7%	i	0.9%
CCCn1nc(C(=O)N2CC(=O)Nc3ccccc32)c2ccccc2c1=O	-2.9%	-9.4%	-0.1%[57.5 µM]	1.6%	?	i	i	i	6.9%	i	-1.2%
Cc1cccc(C2CC(c3ccc(Br)cc3)Nc3nc(N)nn32)c1 (stereo unspecified)	-7.1%	-5.5%	-1.2%	-2.7%	-8.8%	.	.	.	.	.	-2.6%[2.3 µM]
COc1ccccc1NC(=O)CSc1ncn[nH]1	-6.2%	1.3%	-1.4%	10.8%	-1.3%	.	.	.	-1.9%	.	1.5%
COc1ccc(C(=O)n2nc(-c3ccc(Cl)cc3)nc2N)cc1OC	-3.8%	1.3%	0.2%	-0.9%	2µM*	i	i	i	0.0%	i	?
C[C@H](N=C(NC#N)Nc1ccncc1)C(C)(C)C	2.1%	-2.4%	2.0%[20.6 µM]	?	?	?	?	i	2.8%	i	-8.3%
CC(C)C(NS(=O)(=O)c1ccc2c(c1)oc(=O)n2C)C(=O)N1CCN(Cc2ccccc2)CC1 (stereo unspecified)	-6.1%	1.2%	-0.8%	-1.4%	-9.2%	.	.	.	.	.	-2.7%[2.3 µM]
COC(=O)CSc1nc2cc(C)cc(C)c2cc1C#N	-3.8%	-2.7%	1.3%	6.9%	-1.1%	?	i	?	4.9%	?	4.3%

Reformatted: entries from further up.
SMILES,Ub-GFP proteasome,Luciferase inh,HBB splicing,ERK AVP inh,CRE Fsk mod,TexasRed autofl,Fluorescein fluor,A350 fluor,GFP derepression,4MU fluor,Hsp90 Hop PPI
CC(C)OC(=O)c1nnn(-c2nonc2N)c1CN1CCc2ccccc2C1,-3.6%,-0.3%,-0.2%,8.7%,?,i,i,i,-1.7%,i,-2.5%
N#CC1(Nc2ccc(-c3ccc(NC4(C#N)CCCC4)cc3)cc2)CCCC1,-1.9%[9.17 µM],-0.4%[11.4 µM],5.2%[9.22 µM],14.9%[11.5 µM],-4.5%[7.6 µM],i,i,i,-3.4%[9.22 µM],i,?

With a hit mark in ERK AVP inh, among the entries above:
| Structure | Ub-GFP proteasome | Luciferase inh | ERK AVP inh | CRE Fsk mod | A350 fluor | GFP derepression | 4MU fluor | Hsp90 Hop PPI |
| --- | --- | --- | --- | --- | --- | --- | --- | --- |
| Cc1cc(OCCCCCNCCO)cc(C)c1Cl | 24.4%[9.17 µM] | 0.5% | 39.8µM* | ? | . | 0.0% | . | 1.2%[11 µM] |

High-throughput results (PubChem)

Only part of the results is shown; count on the stated rates, not on these rows.
